Bioassay records as filed in PubChem BioAssay.
TRAIL sens C8: viability loss with TRAIL in NB7+C8 cells, primary screen, TRAIL sensitizer project, cell-based, ATPlite luminescence. actives 1% (n = 360,000). inhibition (viability loss, TRAIL sensitization), % at 10 µM;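 active = compounds causing at least 50% loss of cell viability in the single-dose screen, relative to plate controls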
TWEAK Fn14 block: inhibitors of TWEAK-Fn14 signaling, primary screen, luciferase reporter cells, uHTS | TWEAK-stimulated Fn14 reporter cells, luciferase luminescence, 8 h | actives 2% (n = 360,000) | AID 1159606, 2016 | inhibition, % at 10 µM; in the data active = inhibition above about 50%
SRC1 inh: SRC1 coactivator transcriptional activity inhibitors, primary screen, cell-based, luminescence. AID 588354, 2011. actives 0.12% (n = 360,000). HEK293 GAL4-SRC1 luciferase reporter. Nuclear receptor coactivator 1 (Homo sapiens), Q15788. inhibition, % at 3.6 µM;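 active = inhibition above the campaign mean plus 3 SD, with each screening campaign given its own cutoff, cut at about 60% in these data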;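 also: 0% = DMSO treated cells and 100% = gossypol at 36 µM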
KKLEB tox: cytotoxicity in KKLEB CF airway cells, primary screen, cytotoxicity control for CF NF-kB inhibitor project, cell-based, uHTS, fluorescence assay plates. KKLEB CF airway cells viability, ATPlite luminescence, overnight; stronger effect = lower value; cells stimulated with P. aeruginosa culture filtrate. activity change (cytotoxicity), % at 5 µM. actives 0.36% (n = 360,000);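 active = corrected activity change at or below -50% at 5 µM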
CF NFkB block: inhibitors of PAF-induced NF-kB signaling, primary screen, cell-based, GFP fluorescence, uHTS. KKLEB NF-kB-GFP reporter, GFP fluorescence overnight. inhibition, % at 5 µM. actives 0.86% (n = 360,000). AID 588850, 2011;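 active = at least 50% inhibition at 5 µM, scaled per plate between neutral and stimulator controls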;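 also: PAF is a Pseudomonas aeruginosa culture filtrate used as stimulus; plate controls were PAF-stimulated DMSO wells for no effect and unstimulated DMSO wells for full effect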
EBV LMP1 NFkB: EBV LMP1-driven NF-kappaB luciferase reporter inhibitors, primary screen, cell-based, luminescence, single point; AID 504558, 2011; inhibition, % at 12.5 µM; actives 0.69% (n = 350,000); LMP1-induced NF-kappaB luciferase reporter cells; in the data active = inhibition above about 41%;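 also: 0% = neutral control wells and 100% = reference inhibitor control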
NR5A2 inv ag: LRH-1 (NR5A2) inverse agonists, primary screen, cell-based, luminescence, HEK293T, StAR-luciferase reporter; Nuclear receptor subfamily 5 group A member 2 (Homo sapiens), O00482; inhibition, % at 3.6 µM; actives 0.13% (n = 360,000); LRH-1 transfected, 24 h;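 active = inhibition above the mean inhibition of all tested compounds plus 3 SD, cut at about 73% in these data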;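 also: 0% = DMSO wells and 100% = reporter-only cells lacking LRH-1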
Shn3 inh set2: reduction of Shn3 3'UTR firefly luciferase signal, primary screen, Schnurri-3 inhibitor project, cell-based, Clone20 osteoblasts, set 2; Clone20 osteoblast Shn3 3'UTR firefly luciferase, 24 h; inhibition, % at 12.5 µM; actives 0.52% (n = 360,000); AID 588674, 2011;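 active = mean inhibition of at least 75% with every replicate also reaching 75%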;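 also: 0% = median of neutral control wells and 100% = pilot-screen positive control compound; some compounds past the cut are filed as inactive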
COUP-TFII inh: NR2F2 transcriptional activity inhibitors, primary screen, cell-based, luciferase reporter, HEK293T, luminescence; HEK293T NGFI-A luciferase reporter; inhibition, % at 8.6 µM; actives 0.7% (n = 370,000); AID 686940, 2013;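 active = inhibition above a per-plate cutoff, mean inhibition of test wells between control levels plus 3 SD, cut at about 38% in these data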;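 also: cells cotransfected with COUP-TFII expression vector driving the NGFI-A reporter; 0% = median of COUP-TF2 test wells and 100% = reporter-only cells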
TROY NFkB inh: inhibitors of TROY-driven NF-kB signaling, primary screen, Q293 LMP1-TROYcd cells, NF-kB luciferase, uHTS; Q293 LMP1-TROYcd NF-kB luciferase reporter, 4 h; actives 0.98% (n = 360,000); inhibition, % at 10 µM; AID 1347056, 2019;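 active = compounds whose plate-normalised and pattern-corrected inhibition of the luciferase reporter signal at the single screening dose is 50% or more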
NCOA3 inh: SRC3 coactivator transcriptional activity inhibitors, primary screen, cell-based, luminescence; HEK293 GAL4-SRC3 luciferase reporter; Nuclear receptor coactivator 3 (Homo sapiens), Q9Y6Q9; inhibition, % at 3.6 µM; actives 0.17% (n = 360,000);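 active = inhibition above a per-campaign cutoff, the mean of all compounds plus 3 SD, cut at about 60% in these data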;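 also: 0% = DMSO-treated cells and 100% = gossypol-treated cells at 36 µM; higher means less SRC3-driven luciferase light from the GAL4 reporter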
Target sequence (Q9Y6Q9 whole entry, looked up, the tested form may be a part): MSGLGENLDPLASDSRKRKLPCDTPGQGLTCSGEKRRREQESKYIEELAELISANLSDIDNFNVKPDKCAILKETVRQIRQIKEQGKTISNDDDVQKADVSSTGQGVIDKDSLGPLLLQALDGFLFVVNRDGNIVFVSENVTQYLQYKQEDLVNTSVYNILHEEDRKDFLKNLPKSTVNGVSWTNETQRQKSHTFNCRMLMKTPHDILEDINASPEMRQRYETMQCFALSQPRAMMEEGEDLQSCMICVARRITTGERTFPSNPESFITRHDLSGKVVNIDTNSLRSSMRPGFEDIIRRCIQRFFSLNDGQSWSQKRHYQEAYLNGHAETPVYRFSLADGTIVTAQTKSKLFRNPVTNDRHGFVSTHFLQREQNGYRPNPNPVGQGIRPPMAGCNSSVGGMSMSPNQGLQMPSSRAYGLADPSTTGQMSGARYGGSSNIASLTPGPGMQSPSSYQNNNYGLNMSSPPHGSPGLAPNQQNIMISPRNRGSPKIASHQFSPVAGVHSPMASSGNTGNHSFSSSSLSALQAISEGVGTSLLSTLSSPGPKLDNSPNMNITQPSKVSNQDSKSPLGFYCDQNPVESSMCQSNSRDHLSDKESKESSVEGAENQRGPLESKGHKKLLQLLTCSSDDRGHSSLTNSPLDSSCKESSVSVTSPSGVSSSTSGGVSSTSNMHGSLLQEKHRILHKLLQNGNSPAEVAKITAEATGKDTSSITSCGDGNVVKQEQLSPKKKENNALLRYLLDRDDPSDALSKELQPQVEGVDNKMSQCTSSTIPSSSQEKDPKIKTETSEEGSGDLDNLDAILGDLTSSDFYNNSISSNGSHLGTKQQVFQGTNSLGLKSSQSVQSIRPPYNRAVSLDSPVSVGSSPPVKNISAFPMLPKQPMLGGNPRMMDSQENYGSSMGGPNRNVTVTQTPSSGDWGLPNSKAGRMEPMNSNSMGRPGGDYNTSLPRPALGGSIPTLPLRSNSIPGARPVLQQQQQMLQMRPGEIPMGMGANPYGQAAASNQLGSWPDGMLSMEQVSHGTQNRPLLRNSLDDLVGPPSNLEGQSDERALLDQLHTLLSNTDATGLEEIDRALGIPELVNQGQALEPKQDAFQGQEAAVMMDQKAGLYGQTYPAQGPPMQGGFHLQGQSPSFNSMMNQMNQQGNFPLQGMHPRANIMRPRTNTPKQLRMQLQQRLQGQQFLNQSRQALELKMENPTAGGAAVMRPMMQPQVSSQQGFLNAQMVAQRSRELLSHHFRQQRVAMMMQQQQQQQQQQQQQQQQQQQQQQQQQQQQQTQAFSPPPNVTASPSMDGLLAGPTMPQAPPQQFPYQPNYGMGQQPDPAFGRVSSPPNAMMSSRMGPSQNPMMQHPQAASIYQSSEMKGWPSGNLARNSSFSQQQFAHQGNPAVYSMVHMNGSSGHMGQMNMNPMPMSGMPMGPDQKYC
Starred values were filed as active, the others as inactive; · = not tested or not shown. These rows are one share of the data; the hit share may differ from the screen's.

SMILES | TRAIL sens C8 | TWEAK Fn14 block | SRC1 inh | KKLEB tox | CF NFkB block | EBV LMP1 NFkB | NR5A2 inv ag | Shn3 inh set2 | COUP-TFII inh | TROY NFkB inh | NCOA3 inh
CC1(C(=O)Nc2cnc3ccccc3c2)CCN1C(=O)C/C=C/c1ccccc1 (stereo not drawn) | 4.0 | -14.8 | -14.4 | -6.1 | 9.4 | · | 5.0 | 9.9 | 14.9 | -3.7 | -5.6
O=C(Nc1ccc(Oc2cccc(C(F)(F)F)c2)nc1)c1ccco1 | 6.9 | 14.2 | -13.3 | -8.7 | 5.7 | 6.2 | 7.7 | 15.4 | 2.4 | 7.7 | 20.7
COCCCn1c(SCC(=O)Nc2cccc(C(=O)OC)c2)nnc1-c1ccncc1 | 0.4 | 16.4 | -10.1 | -1.7 | 7.8 | 11.7 | -7.3 | -1.0 | -6.4 | -18.8 | 6.6
CCS(=O)(=O)N1CCN(c2ccccc2)CC1 | 5.8 | -10.4 | -14.6 | 2.4 | 18.1 | 5.3 | 10.3 | 4.0 | -9.6 | -9.8 | -4.8
Cc1cc2oc(=O)cc(CN3CCOCC3)c2cc1O | -9.0 | -14.0 | 7.0 | 5.4 | -22.0 | 7.0 | 10.0 | 0.6 | 15.0 | -14.6 | -2.4
COc1ccc(CNC(=O)C2CC(C)=CCC2C(=O)O)cc1 (stereo not drawn) | -12.9 | 18.1 | 8.9 | -0.1 | 10.5 | -5.7 | -6.5 | 0.2 | 2.0 | -2.2 | 8.6
CCCCN(CC)C(=S)Nc1ccc2nc(N3CCN(C)CC3)cc(C)c2c1 | 37.6 | 54.8* | 18.2 | -8.9 | 0.1 | 9.6 | -6.2 | -19.3 | 10.5 | 67.8* | 17.8
CCN(CC)S(=O)(=O)c1cccc(NC(=O)COC(=O)c2[nH]c(C)c(C(C)=O)c2C)c1 | 32.8 | 65.0* | 45.5 | 13.1 | -10.5 | -5.9 | 39.7 | 74.5 | 62.5* | 49.6 | 41.2
COc1cc(NC(C)CCCN)c2ncccc2c1 (stereo not drawn) | 48.8 | 85.7* | 8.9 | -18.9 | 22.8 | -12.8 | 35.7 | 6.5 | 23.6 | -4.5 | 7.2
O=C1Cc2cc([N+](=O)[O-])ccc2N1c1c(Cl)cccc1Cl | -8.1 | 8.3 | -0.7 | 6.1 | -6.9 | -23.8 | 13.9 | 14.3 | -16.6 | 4.1 | 5.8
COc1cc(/C=N/NC(=O)NC2CCCCC2)ccc1O | 9.2 | -13.1 | -13.2 | -2.2 | -12.8 | 12.3 | 5.7 | 10.3 | -3.2 | -20.4 | 2.1
CC(C)C(=O)N(c1cc2sc(=O)oc2c2ccccc12)S(=O)(=O)c1cccs1 | 2.8 | 10.0 | -43.2 | 5.5 | 3.3 | -0.5 | 27.3 | -15.7 | 2.5 | -1.4 | 7.2
CC(=O)Nc1ccc(S(=O)(=O)N2CCN(c3ccccn3)CC2)cc1 | 5.4 | 5.0 | 4.2 | -5.2 | 6.4 | -0.4 | 16.2 | 8.4 | -9.8 | 3.0 | 19.8
CCOc1cc(C(c2c(C)[nH][nH]c2=O)c2c(C)[nH][nH]c2=O)cc(Cl)c1O | -2.7 | 29.4 | 19.9 | -1.1 | 11.4 | -2.7 | 18.6 | -27.2 | 9.0 | 4.0 | -29.2
Cc1cc(C)c(C#N)c(SCC(=O)c2ccc(Cl)cc2Cl)n1 | 34.7 | 57.3* | 3.9 | -5.1 | 71.6* | 27.9 | -8.1 | 20.0 | -3.4 | 41.5 | 20.8
COc1ccc(OC)c(S(=O)(=O)n2cccn2)c1 | -20.5 | -16.0 | -18.2 | -4.8 | 6.9 | -3.9 | 5.1 | 16.3 | 4.5 | 14.7 | 12.7
COCC(=O)N(Cc1cc2cc(OC)ccc2[nH]c1=O)c1ccc(C)cc1 | 1.3 | -14.4 | -17.1 | 2.4 | 8.2 | -8.6 | 5.8 | 3.3 | -15.0 | -28.8 | -13.1
CCNc1nc(NC(C)C)nc(N(C#N)C(C)C(=O)N(C)C)n1 (stereo not drawn) | 14.6 | -4.3 | -15.1 | -5.1 | 3.2 | -5.4 | 19.0 | -3.0 | 7.9 | 11.9 | 15.2
O=C(CN1C(=O)CNC1=O)Nc1cc(Cl)cc(Cl)c1 | -12.2 | -2.0 | 6.9 | 6.2 | 2.9 | -1.1 | 6.0 | 0.7 | -0.4 | 3.8 | 1.4
O=C(NCCc1ccccc1)c1cc2ccccc2oc1=O | 10.5 | 5.8 | -21.6 | -3.1 | -18.2 | -4.1 | -39.9 | -0.4 | -12.3 | -31.7 | -48.1

As entered above:
Entry of COc1ccc(OC)c(S(=O)(=O)n2cccn2)c1 in NR5A2 inv ag: 5.1
Entry of CCCCN(CC)C(=S)Nc1ccc2nc(N3CCN(C)CC3)cc(C)c2c1 in CF NFkB block: 0.1

The listing picks up with the 2 entries that preceded the break.
SMILES | TRAIL sens C8 | TWEAK Fn14 block | SRC1 inh | KKLEB tox | CF NFkB block | EBV LMP1 NFkB | NR5A2 inv ag | Shn3 inh set2 | COUP-TFII inh | TROY NFkB inh | NCOA3 inh
O=C(CN1C(=O)CNC1=O)Nc1cc(Cl)cc(Cl)c1 | -12.2 | -2.0 | 6.9 | 6.2 | 2.9 | -1.1 | 6.0 | 0.7 | -0.4 | 3.8 | 1.4
O=C(NCCc1ccccc1)c1cc2ccccc2oc1=O | 10.5 | 5.8 | -21.6 | -3.1 | -18.2 | -4.1 | -39.9 | -0.4 | -12.3 | -31.7 | -48.1
Cc1ccc(C(=O)NCC(=O)OCC(=O)c2c(N)n(C)c(=O)n(C)c2=O)cc1C | -0.9 | -11.8 | 4.4 | 5.2 | 1.6 | -1.3 | -15.1 | 10.7 | -0.9 | -4.8 | 6.7
COc1ccc(CCNC(=O)Cc2cc(=O)[nH]c(=O)[nH]2)cc1OC | -22.1 | -11.4 | -6.0 | 13.3 | -14.4 | -6.2 | -2.6 | -16.8 | -6.7 | -4.0 | -7.1
CC1CC(N(C(=O)c2ccco2)c2ccccc2)c2ccccc2N1 (stereo not drawn) | -22.4 | -2.7 | -8.8 | -4.3 | -7.4 | 2.1 | 4.2 | 6.1 | -2.6 | -23.1 | 18.4
COc1ccc(C(CNC(=O)COc2cc(C)c(Cl)c(C)c2)N2CCCCC2)cc1 (stereo not drawn) | 14.3 | -7.8 | -28.8 | 2.7 | 21.5 | -0.9 | -8.6 | 14.8 | 5.7 | -15.1 | 2.0
CCCCN(CC)CCCNC(=O)CN1C(=O)CSc2ccc(S(=O)(=O)N3CCOCC3)cc21 | -8.0 | -11.8 | 9.2 | 1.6 | 11.1 | 0.2 | 0.3 | 2.0 | -15.6 | 24.9 | 1.9
C[C@H](Nc1ncnc2sc3c(c12)CCC3)C(=O)O | -3.1 | 2.6 | 0.6 | -8.5 | 2.8 | 5.5 | 21.9 | 3.7 | -1.2 | -0.6 | 5.6
CC(=O)N1CCC(C(=O)Nc2ccc(S(=O)(=O)NCCc3ccccc3)cc2)CC1 | -3.6 | 17.9 | 6.8 | -10.1 | -8.5 | -3.7 | -6.3 | 5.8 | -0.7 | 13.2 | -15.1
CCN(CC)CCNC(=O)c1cccc(NC(=O)C(=O)c2cc(Br)ccc2NC(C)=O)c1 | -9.2 | 44.8 | -15.3 | -3.1 | 14.2 | -0.8 | 4.8 | -15.7 | 0.8 | -2.6 | 12.3
COc1ccc(C/C(C)=N/NS(=O)(=O)c2ccc(Br)cc2)cc1 | 10.0 | 1.4 | -0.3 | -3.7 | 3.6 | -4.4 | -8.2 | 0.4 | -3.6 | -31.9 | 7.3
CCC(=O)N(Cc1cc2cc(OC)ccc2[nH]c1=O)c1ccccc1OC | -0.3 | 7.7 | -4.8 | 2.8 | 3.7 | -0.4 | -0.8 | -11.8 | -15.3 | -8.7 | -17.1
O=C(O)CCCNc1n[nH]c(=O)[nH]c1=O | -3.1 | -1.8 | 6.2 | 3.5 | 1.9 | -2.9 | -22.8 | 9.2 | -21.2 | -19.7 | -3.4
CCCCn1c(SCC(=O)N(C)C)nnc1-c1ccncc1 | -0.2 | -0.3 | -4.9 | -15.7 | -9.2 | -17.4 | 10.1 | 0.6 | -3.5 | 0.5 | 22.9
CC(=O)Nc1cc2c3c(c1)CCC(=O)N3CCC2 | 4.5 | 12.1 | -3.0 | 8.0 | -0.2 | 3.8 | 17.4 | -6.0 | -0.9 | -20.5 | 12.2
COc1ccc(-c2nnc(OCc3nc4ccccc4n3C)c3ccccc23)cc1 | 2.5 | -15.8 | -23.2 | -2.9 | -0.3 | 3.3 | 10.4 | 28.3 | 0.5 | 6.4 | 0.2
CC(C)(C)c1ccc(C(=O)NCC(=O)NCC(C)(C)N2CCOCC2)cc1 | -10.7 | -28.2 | -24.2 | -1.9 | 11.1 | 6.1 | 9.0 | -11.9 | 23.4 | -15.8 | 10.2
Cc1onc(-c2c(Cl)cccc2Cl)c1C(=O)NN1CCCCCC1 | 6.5 | -7.7 | -1.7 | -5.2 | -13.8 | -11.2 | 6.5 | · | 13.8 | -10.0 | 3.1
CC(Sc1nnc(-c2cccs2)n1C1CC1)C(=O)NCC1CCCO1 (stereo not drawn) | 5.4 | -4.7 | -7.6 | 4.1 | -0.8 | -2.4 | -12.2 | -13.7 | -7.4 | -12.2 | 2.1
O=C(CSCc1c[nH]c(=O)[nH]c1=O)OCC(=O)c1ccc(Br)cc1 | -3.4 | -2.2 | 0.5 | 2.0 | -5.5 | -5.9 | -6.4 | 1.9 | 14.4 | -0.3 | 13.0
Cc1ccc(Nc2nc(CSc3nnnn3-c3ccccc3)cc(=O)[nH]2)cc1 | -7.4 | 19.9 | -14.3 | -2.8 | 16.2 | 13.8 | 20.9 | 12.8 | -1.4 | 29.7 | 9.4
Cc1cccc(-c2nnc(SCc3nc4ccccc4[nH]3)n2Cc2ccco2)c1 | -6.3 | -10.8 | -4.7 | -8.3 | 5.8 | 13.9 | -1.4 | 13.1 | 5.2 | -15.5 | -8.2
CC(C)(C)C(=O)Nc1nnc(SCC(=O)Nc2nccs2)s1 | -12.7 | -1.9 | -1.2 | -7.6 | -0.2 | 0.1 | 3.9 | -9.5 | 11.4 | -18.8 | -7.2
CC(=O)c1sc(Nc2ccc3c(c2)OCO3)nc1C | -10.6 | -17.6 | -19.0 | 4.3 | -30.6 | · | -23.5 | -25.2 | -38.7 | -40.0 | -28.7
CCCCn1c(-c2ccccc2)cnc1SCC(=O)NCCc1ccc(OC)c(OC)c1 | -6.2 | -3.4 | -49.4 | -0.8 | 6.5 | -44.2 | -19.5 | -59.8 | -13.1 | 21.1 | -73.7
